Tb PGK inh – inhibitors of T. brucei phosphoglycerate kinase. P07378. PGK/GAPDH coupled, Kinase-Glo luminescence, 60 min. Potency, µM (titrated, usually from 57.5 µM), for inactives: top-dose activity change, negative = inhibition, hits mostly inhibitors. 0.043% of 380,000 active; also: potency is read from the fitted curve at half-maximal effect; % is scaled to controls: 0 for no effect and ±100 for the full control effect; nearly all actives have a fitted effect of over 60% in size
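Luminescent ATP detection (Kinase-Glo Plus) follows a 60-minute room-temperature incubation, with wells lacking PGK as controls. Buffer: 100 mM TEA (pH 7.6), 5 mM MgCl2, 0.01% Tween-20. Coupling enzyme GAPDH (100 nM final) supplies unstable 1,3-BPG in-well.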
PI4K2A inh – inhibitors of human PI4K2A; Q9BTU6; purified PI4K2A, ADP-Glo luminescence, 1 h; hits give low values; activity change, negative = inhibition, % at 76.9 µM; 0.13% of 420,000 active; AID 1346378; in the data active = activity change below about -50%; inconclusive = mostly about -30% to -49%;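 also: -100% = wells without enzyme as full effect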
Target sequence (Q9BTU6 whole entry, looked up): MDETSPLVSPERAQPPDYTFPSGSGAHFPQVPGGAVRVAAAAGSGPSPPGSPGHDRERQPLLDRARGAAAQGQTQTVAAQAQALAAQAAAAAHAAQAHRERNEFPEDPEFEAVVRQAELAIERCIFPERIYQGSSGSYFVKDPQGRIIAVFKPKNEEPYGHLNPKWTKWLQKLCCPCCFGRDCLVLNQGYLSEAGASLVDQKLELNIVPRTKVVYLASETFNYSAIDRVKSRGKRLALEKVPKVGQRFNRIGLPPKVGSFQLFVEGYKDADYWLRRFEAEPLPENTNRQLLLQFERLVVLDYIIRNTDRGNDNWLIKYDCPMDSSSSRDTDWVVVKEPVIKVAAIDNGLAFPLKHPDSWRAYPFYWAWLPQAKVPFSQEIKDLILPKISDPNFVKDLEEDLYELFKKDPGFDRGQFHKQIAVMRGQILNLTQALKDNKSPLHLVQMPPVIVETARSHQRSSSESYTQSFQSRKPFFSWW
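In this quantitative HTS, ADP production by PI4K2A was quantified luminescently after 1 h at ambient temperature; 100 microM adenosine served as plate-quality control.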
G9a inh – blocks human histone lysine methyltransferase G9a; Potency, µM (titrated, usually from 102 µM), without a hit: top-dose activity, negative = inhibition, usual class: inhibitors; G9a H3K9 monomethylation, AlphaScreen, 2 h; AID 504332; 8.8% of 350,000 active; also: potency is read from the fitted curve at half-maximal effect; % is scaled to controls: 0 for no effect and ±100 for the full control effect; nearly all actives have a fitted effect of over 75% in size
Target sequence (Q96KQ7 913-1193 limits assumed): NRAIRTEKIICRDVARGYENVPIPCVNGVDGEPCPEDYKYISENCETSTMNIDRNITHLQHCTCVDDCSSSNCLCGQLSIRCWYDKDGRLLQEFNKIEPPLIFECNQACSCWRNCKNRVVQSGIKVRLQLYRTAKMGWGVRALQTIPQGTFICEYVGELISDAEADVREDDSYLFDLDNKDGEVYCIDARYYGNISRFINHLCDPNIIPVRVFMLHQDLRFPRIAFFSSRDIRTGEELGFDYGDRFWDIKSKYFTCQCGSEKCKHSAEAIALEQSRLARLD
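AlphaScreen detection with an anti-monomethyl H3K9 antibody quantified product after a 2 h room-temperature reaction containing 500 nM biotinylated H3K9 peptide, 20 µM SAM and 20 nM enzyme, which had been preincubated 15 min with compound.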
ERG Ets-DNA blk – inhibitors of human ERG Ets domain-DNA interaction | 0.028% of 370,000 active | Potency, µM (doses to about 76.9 µM), without a hit: at the top dose FP activity, negative = inhibition, hits mostly inhibitors | fluorescence polarization, His-ERG Ets domain / labelled DNA | P11308; active = well fitted inhibition curve with a large enough effect in the polarisation, with a control signal flat; inconclusive = small, poorly fitted or top-dose-only effect, or effect the other way, or a change in a side signal; inactive = no such curve, though single readings can be large or run the other way; the % refers to the polarisation;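 also: polarization taken with two DNA probes labelled with fluorescein and Texas red; potency is read from the fitted curve at half-maximal effect; % of control where 0% means no effect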
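His-tagged ERG Ets domain (1 uM in the protein solution; 300mM KCl, 50mM Tris-HCl, 1mM EDTA, 1mM DTT, pH 7.5) received compound, then a probe mix of 5 nM fluorescein-DNA and 100nM Texas-615-DNA. Fluorescence polarization was read for both dyes.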
HP1b binding inh – HP1-beta chromodomain-methylated histone interaction inhibition. 0.56% of 390,000 active. AID 540317. P83916. Potency, µM (series often up to 114 µM), for inactives: at the highest dose activity change, negative = inhibition, hits mostly inhibitors. AlphaScreen HP1-beta / biotin-H3K9me3 peptide binding; also: potency is read from the fitted curve at half-maximal effect; nearly all actives have a fitted effect of over 70% in size; inactives centre near 23
Target sequence (P83916 whole entry, looked up): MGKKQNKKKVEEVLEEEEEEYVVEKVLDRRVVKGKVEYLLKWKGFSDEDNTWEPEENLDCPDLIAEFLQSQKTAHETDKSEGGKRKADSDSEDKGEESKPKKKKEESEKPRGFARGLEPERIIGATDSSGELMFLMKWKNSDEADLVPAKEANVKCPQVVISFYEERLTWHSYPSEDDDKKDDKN
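AlphaScreen: HP1-beta (50 nM) preformed 30 min with biotin-H3(1-18)K9me3 peptide (50 nM) in PBS pH 7.4, 0.01% Tween-20. Compound added for 30 min at RT, then streptavidin donor/nickel chelate acceptor beads (10 ug/mL) for 30 min.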
GLS inh – glutaminase GLS (human) inhibition; 0.21% of 410,000 active; GLS enzymatic activity, qHTS titration; Potency, µM (doses to about 45.5 µM), for the others: top-dose activity change, negative = inhibition, actives largely listed as inhibitors; AID 624170; O94925; also: potency is read from the fitted curve at half-maximal effect; % is scaled to controls: 0 for no effect and ±100 for the full control effect
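Read-out is an Amplex red fluorescence increase coupled through glutamate oxidase and HRP, measured before and after 30 min room-temperature incubation. hKGA is in 45 mM KH2PO4 (pH 8.2) with 0.02% Tween-20; glutamine added as 1mM solution.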
BAZ2B block – blocks human BAZ2B. AlphaScreen BAZ2B-H3K14Ac peptide displacement. Potency, µM (doses to about 114 µM), for the others: top-dose activity change, negative = inhibition, hits mostly inhibitors. Q9UIF8. AID 504333. 4.4% of 360,000 active; also: potency is read from the fitted curve at half-maximal effect; % is scaled to controls: 0 for no effect and ±100 for the full control effect; nearly all actives have a fitted effect of over 60% in size
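AlphaScreen luminescence quantifies BAZ2B engagement of H3K14Ac peptide; the protein and biotinylated peptide are both at 50 nM final, buffer PBS pH 7.4 with 0.01% Tween-20, all steps at room temperature.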
Pin1 inhibitor – human Pin1 inhibition; Pin1 FP peptide displacement, HiFluor488, 10 min; Q13526; Potency, µM (highest dose often 115 µM), for inactives: at the top dose activity, negative = inhibition, usual class: inhibitors; 0.009% of 390,000 active; active = well fitted inhibition curve with a large enough effect in the polarisation, with a control signal flat, not every such curve was filed as active; inconclusive = small, poorly fitted or top-dose-only effect, or effect the other way, or a change in a side signal; inactive = no such curve, though single readings can be large or run the other way; the % refers to the polarisation; also: potency is read from the fitted curve at half-maximal effect; % is scaled to controls: 0 for no effect and ±100 for the full control effect
JMJD2A Tudor – inhibitors of human JMJD2A Tudor domain | 4.4% of 390,000 active | Potency, µM (doses to about 114 µM), for inactives: at the top dose activity change, negative = inhibition, usual class: inhibitors | O75164 | AlphaScreen JMJD2A-Tudor / H3K4me3 peptide binding; also: potency is read from the fitted curve at half-maximal effect; % is scaled to controls: 0 for no effect and ±100 for the full control effect; nearly all actives have a fitted effect of over 50% in size
Starred values were filed as active, the others as inactive; [ ] = dose if it differs, or a comment. Unless noted, calls follow the shape of the dose curve; as a rule, active = well fitted curve in the direction sought with a large enough effect; inconclusive = small, poorly fitted or top-dose-only effect, or another doubt; inactive = no such curve, though single readings can be large; an effect the other way counts as inactive or inconclusive.

CC(/C=C1\SC(=O)N(CC(=O)Nc2ccc(O)cc2)C1=O)=C\c1ccccc1 was read as Tb PGK inh 6%, PI4K2A inh 1, G9a inh -4%[59 µM], ERG Ets-DNA blk 0%, HP1b binding inh 8%, GLS inh 5%, BAZ2B block -7%, Pin1 inhibitor 1% and JMJD2A Tudor -29%.
`CC(=O)N1CCC(c2c[nH]c3ccccc23)CC1` gave Tb PGK inh inactive, PI4K2A inh 1, G9a inh -10%, ERG Ets-DNA blk -65%, HP1b binding inh 15%, GLS inh -11%, BAZ2B block -37%, Pin1 inhibitor -2% and JMJD2A Tudor -9%.
For COc1ccc(CNC(=O)CCCN2C(=O)CSc3c2c(C)nn3-c2ccccc2)c(OC)c1 the results were Tb PGK inh inactive, PI4K2A inh -3, G9a inh -2%[59 µM], ERG Ets-DNA blk 2%, HP1b binding inh -4%, GLS inh -9%, BAZ2B block -19%, Pin1 inhibitor -3% and JMJD2A Tudor -28%.
`O=C(Oc1ccccc1)c1ccc2nsnc2c1` gave PI4K2A inh -1, G9a inh inconclusive, HP1b binding inh -22%, GLS inh -9%, BAZ2B block 50µM*, Pin1 inhibitor 8% and JMJD2A Tudor inconclusive.
For O=C(NCC(c1ccc2c(c1)OCO2)N1CCN(c2ccccc2)CC1)c1ccc(F)c(F)c1 (stereo not drawn) the results were Tb PGK inh 0%, PI4K2A inh 1, G9a inh inconclusive, ERG Ets-DNA blk -1%, HP1b binding inh 17%[57 µM], GLS inh 8%, BAZ2B block -29%, Pin1 inhibitor 6% and JMJD2A Tudor -31%.
`Cc1cccc(C(=O)NC2CC3CCCC(C2)N3C(=O)Nc2ccccc2)c1` (stereo not drawn) gave Tb PGK inh -9%, PI4K2A inh -2, G9a inh inconclusive, ERG Ets-DNA blk 5%, HP1b binding inh 28%, GLS inh -6%, BAZ2B block -6%, Pin1 inhibitor -12% and JMJD2A Tudor -4%.
For Cc1ccccc1CNC(=O)COc1ccccc1 the results were Tb PGK inh 6%, PI4K2A inh -2, ERG Ets-DNA blk -2%, HP1b binding inh 50%[activator], GLS inh -2%, BAZ2B block 5%, Pin1 inhibitor 2% and JMJD2A Tudor -6%.
Oc1ccc(C[C@@H]2CNCCN2CCc2cccc3ccccc23)cc1 was read as Tb PGK inh -5%, PI4K2A inh -4, G9a inh 0%[2.33 µM], ERG Ets-DNA blk 5%, HP1b binding inh 18%, GLS inh 7%, BAZ2B block -37%, Pin1 inhibitor -17% and JMJD2A Tudor inconclusive.
Cc1cc(Br)ccc1NC(=O)c1cnc(N2CCN(c3ccccn3)CC2)c2ccccc12 was read as Tb PGK inh 7%, PI4K2A inh -2, G9a inh -5%[59 µM], ERG Ets-DNA blk -2%, HP1b binding inh 28%, GLS inh -8%, BAZ2B block -9%, Pin1 inhibitor 6% and JMJD2A Tudor -6%.
O=C(NNC(=S)NC(=O)c1ccccc1[N+](=O)[O-])c1ccccc1Cl was read as Tb PGK inh 5%, PI4K2A inh 1, G9a inh inconclusive, ERG Ets-DNA blk 0%, HP1b binding inh 25%, GLS inh 21%, BAZ2B block 3%, Pin1 inhibitor -7% and JMJD2A Tudor 3%.
`Cc1cc(C)c2nc(N(Cc3cccnc3)C(=O)c3cccs3)sc2c1` gave Tb PGK inh -1%, PI4K2A inh 3, G9a inh 11%[59 µM], ERG Ets-DNA blk 3%, HP1b binding inh 4%, GLS inh -2%, BAZ2B block -4%, Pin1 inhibitor inconclusive and JMJD2A Tudor -16%.
For CC(=O)N(C(C)=O)C1=C(C#N)C2(CCCCC2)Cc2ccccc21 the results were Tb PGK inh -9%, PI4K2A inh -1, G9a inh 20%, ERG Ets-DNA blk -2%, HP1b binding inh 52%[activator], GLS inh 16%, BAZ2B block -3%, Pin1 inhibitor -7% and JMJD2A Tudor -3%[11.4 µM].
Screening CCOc1ccccc1NC(=O)NCc1ccc(F)cc1 returned Tb PGK inh -1%, PI4K2A inh 1, G9a inh 3%, ERG Ets-DNA blk 5%, HP1b binding inh 31%, GLS inh -3%, BAZ2B block -2%, Pin1 inhibitor -8% and JMJD2A Tudor -1%.
`O=C(COc1ccccc1F)NNC(=O)Cn1c(=O)cnc2ccccc21` gave Tb PGK inh -9%, PI4K2A inh -3, G9a inh 18%[12.7 µM], ERG Ets-DNA blk -2%, HP1b binding inh 55%[activator], GLS inh 18%, BAZ2B block 5%, Pin1 inhibitor 4% and JMJD2A Tudor 5%.
For COC(=O)Cc1c(O)ccn(Cc2ccc(Cl)c(Cl)c2)c1=O the results were Tb PGK inh inactive, PI4K2A inh -3, G9a inh -23%, ERG Ets-DNA blk -8%, HP1b binding inh 27%, GLS inh 5%, BAZ2B block -32%, Pin1 inhibitor -1% and JMJD2A Tudor -17%.
Screening Cc1ccc(SCCNC(=O)c2ccccc2F)cc1 returned Tb PGK inh 4%, PI4K2A inh -5, ERG Ets-DNA blk 1%, HP1b binding inh 37%[activator], GLS inh 6%, BAZ2B block 15%, Pin1 inhibitor 54% and JMJD2A Tudor 7%.
For CCCn1cnc2scc(-c3ccc(C)cc3)c2c1=O the results were Tb PGK inh -10%, PI4K2A inh 6, G9a inh 31%, ERG Ets-DNA blk -3%, HP1b binding inh 21%, GLS inh 1%, BAZ2B block 4%, Pin1 inhibitor -3% and JMJD2A Tudor -9%.
`Cc1ccsc1/C=N/NC(=O)CC(=O)NCC(C)C` gave Tb PGK inh inactive, PI4K2A inh -1, G9a inh -18%, ERG Ets-DNA blk 6%, HP1b binding inh 46%[activator], GLS inh -8%, BAZ2B block -2%, Pin1 inhibitor -11% and JMJD2A Tudor -1%.
For N#CC1(NC(=O)CSc2nncn2-c2ccccc2F)CCCC1 the results were Tb PGK inh -8%, PI4K2A inh 0, G9a inh -43%[59 µM], ERG Ets-DNA blk -4%, HP1b binding inh 31%, GLS inh -10%, BAZ2B block 5%, Pin1 inhibitor 3% and JMJD2A Tudor 5%.
Screening CSCCC(NC(=O)c1ccccc1)C(=O)Nc1ccc(C)cc1 (stereo not drawn) returned Tb PGK inh -7%, PI4K2A inh -2, G9a inh -1%[59 µM], ERG Ets-DNA blk 4%, HP1b binding inh 27%, GLS inh -1%, BAZ2B block -14%, Pin1 inhibitor -3% and JMJD2A Tudor -20%.
For COc1cccc(-n2ccnc2SCC(=O)N2CCc3ccccc32)c1 the results were Tb PGK inh -4%, PI4K2A inh -9, G9a inh inconclusive, ERG Ets-DNA blk 10%, HP1b binding inh -15%, GLS inh 2%, BAZ2B block inconclusive, Pin1 inhibitor 0% and JMJD2A Tudor inconclusive.
For N#C/C(=C\c1cn(CC(=O)O)c2ccccc12)C(=O)NCc1ccccc1 the results were Tb PGK inh 4%, PI4K2A inh 1, G9a inh 45µM*, ERG Ets-DNA blk 2%, HP1b binding inh 32%, GLS inh 2%, BAZ2B block -19%, Pin1 inhibitor 13% and JMJD2A Tudor inconclusive.
Cc1ccccc1-n1c(=O)cc(N2CCCCCC2)[nH]c1=O was read as Tb PGK inh -1%, PI4K2A inh -1, G9a inh -13%[59 µM], ERG Ets-DNA blk -2%, HP1b binding inh 25%, GLS inh 14%, BAZ2B block -5%, Pin1 inhibitor -3% and JMJD2A Tudor -12%.
For Cc1cccc(C(=O)NC2CCN(CC(=O)NCc3cccs3)CC2)c1 the results were Tb PGK inh -9%, PI4K2A inh -6, G9a inh 6%[12.7 µM], ERG Ets-DNA blk 7%, HP1b binding inh 5%, GLS inh 13%, BAZ2B block -33%, Pin1 inhibitor -3% and JMJD2A Tudor -6%.
Screening CC(C)(C)CC(=O)Nc1nnc2n1CCS2 returned Tb PGK inh -6%, PI4K2A inh -2, G9a inh 38%[59 µM], ERG Ets-DNA blk -4%, HP1b binding inh 14%[57 µM], GLS inh -8%, BAZ2B block -4%, Pin1 inhibitor -5% and JMJD2A Tudor -8%.
`O=C(COc1ccc2ccc(=O)oc2c1)NC1CCCCC1` gave Tb PGK inh 1%, PI4K2A inh 2, G9a inh -11%[2.33 µM], HP1b binding inh 25%, GLS inh 5%, BAZ2B block 12%, Pin1 inhibitor -1% and JMJD2A Tudor 2%.
Screening COc1ccc(CCNc2nc3cc(OC)c(OC)cc3c3nc(-c4cccnc4)nn23)cc1OC returned Tb PGK inh 3%, PI4K2A inh -1, G9a inh 13%[59 µM], ERG Ets-DNA blk -3%, HP1b binding inh 13%, GLS inh -17%, BAZ2B block 4%, Pin1 inhibitor 0% and JMJD2A Tudor -17%.
Screening CCc1nc(SCC(=O)Nc2cc(C)ccc2OC)c2c(C)c(C)sc2n1 returned Tb PGK inh 1%, PI4K2A inh -18, G9a inh 16%, ERG Ets-DNA blk 26%, HP1b binding inh 2%, GLS inh 8%, BAZ2B block -25%, Pin1 inhibitor 1% and JMJD2A Tudor -5%.
O=C(Nc1cc(Br)ccc1O)c1cc(-c2ccc3c(c2)OCO3)on1 was read as Tb PGK inh -4%, PI4K2A inh 3, G9a inh -4%, ERG Ets-DNA blk 9%, HP1b binding inh 32%[57 µM], GLS inh 0%, BAZ2B block 8%, Pin1 inhibitor 17% and JMJD2A Tudor -2%.

Assay outcomes deposited in PubChem by National Center for Advancing Translational Sciences (NCATS).
